# H9c2 protect = cardioprotection against H2O2-induced cell death, primary screen, uHTS, H9c2 cells, ATPLite luminescence | H9c2 cardiomyocytes, H2O2 injury protection, 2 h | protection from H2O2 cell death, % at 20 µM | hit rate 0.63% among 360,000;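 active = compounds giving at least 50% protection of heart cells from peroxide-induced death in the single-dose screen, raw or plate-pattern-corrected value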;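 note: 0% = DMSO wells with peroxide and 100% = DMSO wells without peroxide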
# NR2E3 ag-1 = NR2E3 agonists in two-hybrid cells, primary screen, cell-based, luminescence, CHO-S, Gal4-NCOR/VP16-NR2E3 | Photoreceptor-specific nuclear receptor (Homo sapiens), Q9Y5X4 | luciferase | inhibition of corepressor binding, % at 3.98 µM | hit rate 0.35% among 360,000 | AID 602229, 2012;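 active = inhibition above the mean of all tested compounds plus 3 SD, cut at about 70% in these data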;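 note: 0% = DMSO with NR2E3 transfected cells and 100% = cells lacking NR2E3 construct; higher means lower luciferase signal from less NR2E3 corepressor binding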
# Target sequence (Q9Y5X4 whole entry, looked up, the tested form may be a part): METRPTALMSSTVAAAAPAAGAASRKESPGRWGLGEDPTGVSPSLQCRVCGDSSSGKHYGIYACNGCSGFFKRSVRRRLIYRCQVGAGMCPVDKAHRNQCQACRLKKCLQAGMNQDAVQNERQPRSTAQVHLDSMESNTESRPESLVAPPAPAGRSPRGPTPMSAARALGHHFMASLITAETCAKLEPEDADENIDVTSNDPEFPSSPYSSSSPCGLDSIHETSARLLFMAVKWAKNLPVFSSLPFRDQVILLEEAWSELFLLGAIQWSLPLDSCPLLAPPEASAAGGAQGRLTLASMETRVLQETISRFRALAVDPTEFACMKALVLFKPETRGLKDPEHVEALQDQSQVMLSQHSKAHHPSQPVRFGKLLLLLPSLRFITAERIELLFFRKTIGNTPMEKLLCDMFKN
# Shn3 inh set2 = reduction of Shn3 3'UTR firefly luciferase signal, primary screen, Schnurri-3 inhibitor project, cell-based, Clone20 osteoblasts, set 2. Clone20 osteoblast Shn3 3'UTR firefly luciferase, 24 h. inhibition, % at 12.5 µM. hit rate 0.52% among 360,000;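 active = mean inhibition of at least 75% with every replicate also reaching 75%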;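 note: 0% = median of neutral control wells and 100% = pilot-screen positive control compound; some compounds past the cut are filed as inactive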
# NR2E3 ag-2 = inhibitors of NR2E3-RetCOR corepressor binding, primary screen, NR2E3 agonist project, biochemical, TR-FRET, GST-NR2E3, biotin-RetCOR. Photoreceptor-specific nuclear receptor (Homo sapiens), Q9Y5X4. 1536-well. inhibition of corepressor binding, % at 4.78 µM. hit rate 0.12% among 320,000. AID 2300, 2010;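 active = percent inhibition above the cutoff of mean plus 3 SD of all tested compounds, set per screening campaign, cut at about 20% in these data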;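 note: 0% = DMSO wells and 100% = biotin wells as full block of FRET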
#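 Material: NR2E3–RetCOR corepressor complex / Incubation: Compound–protein incubation for 5 h at 4 °C / Dosing: compound at 4.8 µM, single dose / Detection: time-resolved FRET / Benchmarks: high control biotin, low control 0.6% DMSO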
# Peg3 promoter = Peg3 promoter-driven luciferase inhibitors, primary screen, cell-based, HeLa, luciferase luminescence | HeLa PEG-Prom luciferase reporter, overnight | inhibition, % at 20 µM | hit rate 1.7% among 360,000 | AID 588405, 2011;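 active = inhibition of at least 50% at 20 µM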
# PDI turbidity = inhibitors of human PDI, primary screen, biochemical, turbidity, single point, plate reader; inhibition, % at 10 µM; hit rate 0.052% among 350,000; PDI insulin aggregation turbidity, A650, 90 min; AID 588391, 2011;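 active = mean inhibition across replicates of 30% or more, whatever share of single replicates reach that level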;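 note: absorbance from insulin aggregation driven by PDI reduction with DTT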
# HIF-2a block = HIF-2a reporter inhibitors, primary screen, luminescence, 786-0 RCC cells; 786-0 RCC cells HIF-2a reporter, luciferase luminescence, overnight; inhibition, % at 18.8 µM; hit rate 0.72% among 360,000; AID 624352, 2012;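 active = inhibition of the luminescence signal of 40% or more relative to plate controls, in a single-dose primary screen at 18.75 µM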
# hiPSC survival = enhancers of single-cell hiPSC survival, primary screen, ATPlite luminescence | 100% = ROCK inhibitor wells, 0% = DMSO | survival enhancement, % at 20 µM | hit rate 0.044% among 360,000 | AID 602274, 2012; in the data active = survival enhancement above about 18%;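 note: cells exposed to compounds for 16 hours before the ATP read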
# m5-HT2A agonist = mouse Htr2a agonists via beta-arrestin recruitment, primary screen, cell-based, luminescence; 5-hydroxytryptamine receptor 2A (Mus musculus), P35363; CHO-K1 mHTR2A beta-arrestin complementation; percent of 30 µM serotonin response; activation, % at 7.6 µM; hit rate 0.66% among 360,000; AID 624169, 2012;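 active = activation above a run cutoff, the mean activation of all tested compounds plus 3 SD, cut at about 14% in these data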;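 note: 0% = plate median of compound wells and 100% = 30 µM serotonin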
# Target sequence (P35363 whole entry, looked up): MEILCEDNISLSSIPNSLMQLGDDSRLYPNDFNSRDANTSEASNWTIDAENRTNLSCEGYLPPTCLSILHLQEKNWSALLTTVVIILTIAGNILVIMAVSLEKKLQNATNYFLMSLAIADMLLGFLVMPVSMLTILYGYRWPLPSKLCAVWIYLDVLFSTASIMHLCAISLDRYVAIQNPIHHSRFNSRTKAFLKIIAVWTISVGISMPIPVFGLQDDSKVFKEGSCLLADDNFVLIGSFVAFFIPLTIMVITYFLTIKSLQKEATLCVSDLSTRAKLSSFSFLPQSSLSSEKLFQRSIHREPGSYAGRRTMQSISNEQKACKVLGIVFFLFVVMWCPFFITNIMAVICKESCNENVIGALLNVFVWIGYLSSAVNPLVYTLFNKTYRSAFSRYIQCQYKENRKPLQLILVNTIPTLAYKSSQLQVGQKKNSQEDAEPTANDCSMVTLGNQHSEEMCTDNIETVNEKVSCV
# MITF TRPM1 inh = inhibitors of MITF-dependent TRPM1 promoter reporter, primary screen, cell-based, SK-MEL-5, single point, luciferase | SK-MEL-5 TRPM1 promoter luciferase, 24 h | inhibition, % at 12.5 µM | hit rate 0.83% among 330,000 | AID 488899, 2010;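 active = mean inhibition across replicates of 60% or more, whatever share of single replicates reaches that level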; note: values of inactives mirror those of a sister screen read the other way
# CaV13 ICDI inh = Disruptors of the CACNA1D IQ motif to Ca2+-dependent inactivation inhibitor domain association, primary screening, Förster resonance energy transfer in intact living …; HEK cells, CFP/YFP FRET ICDI-IQ, plate reader, 10 min; percent FRET-ratio fall versus neutral wells; hit rate 0.098% among 340,000; inhibition, % at 12.3 µM;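 active = mean replicate inhibition of at least 30% and at least 1% of replicates passing that level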;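 note: 0% = median of the neutral control wells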
# * hit, by the source's call; x = not tested or not shown; & = joins results of further samples.
SMILES,H9c2 protect,NR2E3 ag-1,Shn3 inh set2,NR2E3 ag-2,Peg3 promoter,PDI turbidity,HIF-2a block,hiPSC survival,m5-HT2A agonist,MITF TRPM1 inh,CaV13 ICDI inh
Cc1cc(C)n(C(=O)c2ccc([N+](=O)[O-])cc2N)n1,-2,-29,-7,2,-2,2,7,1.7,0,2,9
CC(=O)N1CCc2cc(S(=O)(=O)CCC(=O)NCCc3ccccc3)ccc21,-2,-3,-1,1,12,-6,5,-0.1,0,-3,-3
O=C(O)c1ccc(NS(=O)(=O)c2ccc(Cl)c(C(=O)Nc3ccccc3)c2)cc1,-2,4,0,3,11,14,22,-0.5,-4,4,-3
COC(=O)Cc1c(C)nc2nc(-c3ccc(Cl)cc3)[nH]n2c1=O,-17,6,-10,2,-25,-1,-16,-2.6,5,-38,-5
O=C(CC1SC(=Nc2ccccc2)N(CCc2ccccn2)C1=O)Nc1ccc(F)cc1 (stereo not drawn),-4,-15,-4,2,20,19,-11,2.6,-1,5,1
Cc1cc([N+](=O)[O-])nn1CC(=O)Nc1c(C)n(C)n(-c2ccccc2)c1=O,1,12,7,1,5,5,15,-0.4,2,-5,3
CC(C)(C)OC(=O)NCCc1nnc(SCc2ccc(Cl)cc2Cl)o1,1,-3,9,0,30,-1,3,11,2,-4,-4
CN1CCCCc2c1[nH]c1ccccc1c2=O,12,-30,-2,-1,8,0,6,-1.1,0,17,0
O=C(/C=C/c1ccc(Cl)cc1)N1CCN(Cc2ccccc2)CC1,-1,0,-4,-1,-21,0,-60,0.2,-1,-9,-5
COCCOC(=O)C1=C(C)Nc2nc(C)nn2C1c1ccc(F)cc1 (stereo not drawn),2&3,-21&-13,35&1,2,-23&9,-5&1,16&7,-2.0&0.1,2&4,5&-13,-6&-4
Cc1cccc(C)c1NC(=O)CNC(=O)CCNC(=O)c1ccco1,3,-25,-7,7,8,-8,-3,-0.3,3,-4,-7
CCC(C)C(=O)Nc1ncc2c(n1)CC(c1cccs1)CC2=O (stereo not drawn),11,-32,6,-2,-3,3,7,-1.1,2,6,-4
COc1cc(CNc2ccc(CNc3ncn[nH]3)cc2)cc(Cl)c1OCc1ccccc1,-6,-1,-9,-1,14,-4,-2,0.7,-1,-17,-6
CSCC[C@H](NC(=O)OC(C)(C)C)C(=O)NCC1CCC(C(=O)N[C@@H](Cc2ccccc2)C(=O)O)CC1 (stereo partly drawn),1,-23,-14,2,2,2,9,0.2,-3,1,-3
N#C/C(=C\c1cccc([N+](=O)[O-])c1)c1nnc2n1CCCCC2,5,1,15,2,1,-11,32,16,0,-16,-5
N#Cc1c2c(c(Nc3ccc(O)cc3)n3c1nc1ccccc13)CCC2,4,-32,14,0,-1,0,20,0.7,-4,3,-12
CNC(=O)C1CCN(C(=O)c2ccc(-c3ccccc3)cc2)CC1,-6,-24,5,-1,-2,1,-21,-0.7,1,-17,x
COc1ccc(-n2c(Cc3cc(=O)[nH]c(=O)[nH]3)nnc2SCC(=O)N2CCCC2)cc1,0,-4,-20,2,0,x,8,4.3,-1,1,-2
O=C(Cn1cnc2ccccc21)NCc1ccccc1,-2,-21,10,3,-17,-7,-53,6.2,6,-5,-4
O=C(COC(=O)/C=C/c1cccs1)NC(=O)Cc1ccccc1,7,-12,-2,1,2,1,4,-0.2,0,-17,-6
CC(=O)Nc1ccc(S(=O)(=O)c2ccc(N)cc2)cc1N,7,-1,6,0,-3,-10,10,5.5,5,4,2
Cc1cc(OC(=O)c2cc(F)c(F)cc2Cl)nc(C)n1,-1,-17,4,-1,-4,2,0,3.2,0,-9,-5
O=CN1CCCN(C(=O)CC2C(=O)NCCN2Cc2cccc(Oc3ccccc3)c2)CC1 (stereo not drawn),2,11,-12,0,13,4,8,0.4,-3,12,-17
CSCC(O)Cn1[nH]c(=O)c2cc(Cl)c(Cl)cc2c1=O (stereo not drawn),-6,-18,-14,-1,9,1,5,0.0,5,4,-5
COc1ccc(NS(=O)(=O)c2cc(NC(=O)c3ccc(Cl)cc3)ccc2N2CCOCC2)cc1,-3,-76,37,x,44,8,12,-1.2,0,26,-2
NC(=O)c1ccccc1NC(=O)NC1CCCCC1,-6,-18,-12,-2,8,-2,-7,-0.3,2,-9,-4
COCCCn1c(SCC(=O)Nc2ccc3c(c2)OCCO3)nnc1-c1ccoc1C,-5,-8,12,-1,-22,6,19,1.2,2,0,-5
O=C(CSc1ccccc1)NCc1ccccn1,7,-22,-5,2,-9,1,-16,1.3,-5,-11,-5
O=C(COC(=O)c1cccnc1Nc1ccccc1F)NC1CC1,14,-43,-7,-1,-41,-5,-36,-0.9,3,-3,-5
O=C(Nc1cccc(-c2csc(-c3ccccc3)n2)c1)c1cccs1,-4,-123,4,4,-62,-6,-125,-1.7,1,-35,x
CC(C)(C)c1ccc(C(=O)OCC(=O)N2CCC(c3ccccc3)=N2)cc1,-11,-16,21,0,-10,-13,-22,3.9,5,-5,-8
Cn1cc(C(=O)c2ccc(Cl)cc2Cl)cc1C(=O)N/N=C(\N)COc1ccc(F)cc1,37,10,-5,6,16,-1,33,2.3,-5,-5,x
O=C(N/N=C1/CC2C=CCC12)c1ccco1 (stereo not drawn),10,-70,-7,-4,2,-4,4,-0.1,-1,-8,-2
O=C(c1ccccc1)c1cccc(NC(=O)c2ccc(Br)o2)c1,-7,-35,-15,-7,-186,15,-122,0.3,-6,-44,x
Cc1ccc(C)c(Nc2nc(-c3cccnc3)cs2)c1,-4,-52,-14,-3,-121,2,-143,0.9,-2,-21,-18
Cc1cccc(C)c1NC(=O)c1cccnc1,-3,-1,-2,1,9,10,19,0.5,6,-1,-5
FC(F)(F)c1ccc2c(c1)C1C=CCC1C(c1ccncc1)N2 (stereo not drawn),-12,2,-22,x,14,-2,19,-0.8,-2,4,-20
Cc1[nH]n(-c2ccccc2)c(=O)c1C(=O)Nc1ccccc1,-2,-30,-21,-2,-42,8,-48,-0.3,6,-8,-2
NNC(=O)C1CC1(c1ccccc1)c1ccccc1 (stereo not drawn),0,-26,0,-5,12,11,17,1.4,-3,-2,0
Cc1ccc(S(=O)(=O)N(C)C)cc1NC(=S)NNC(=O)C1CC1,2,1,19,1,9,-10,12,0.0,-1,0,-4

# Gathered by group: the compounds so far containing a COOH group.
SMILES,H9c2 protect,NR2E3 ag-1,Shn3 inh set2,NR2E3 ag-2,Peg3 promoter,PDI turbidity,HIF-2a block,hiPSC survival,m5-HT2A agonist,MITF TRPM1 inh,CaV13 ICDI inh
O=C(O)c1ccc(NS(=O)(=O)c2ccc(Cl)c(C(=O)Nc3ccccc3)c2)cc1,-2,4,0,3,11,14,22,-0.5,-4,4,-3
CSCC[C@H](NC(=O)OC(C)(C)C)C(=O)NCC1CCC(C(=O)N[C@@H](Cc2ccccc2)C(=O)O)CC1 (stereo partly drawn),1,-23,-14,2,2,2,9,0.2,-3,1,-3

# Next section.
SMILES,H9c2 protect,NR2E3 ag-1,Shn3 inh set2,NR2E3 ag-2,Peg3 promoter,PDI turbidity,HIF-2a block,hiPSC survival,m5-HT2A agonist,MITF TRPM1 inh,CaV13 ICDI inh
CCN(C[C@H]1N[C@@](Cc2ccccc2)(C(=O)OC)[C@H]2C(=O)N(C)C(=O)[C@@H]12)C(=O)Nc1ccccc1,15,-20,-9,x,7,11,-3,0.0,-1,-8,-7
Cc1cccc(N(C(=O)CCC(=O)Nc2cc(C)on2)C(C(=O)NC2CCCC2)c2cccnc2)c1 (stereo not drawn),-4,1,0,-1,-3,-2,4,-0.5,-10,x,-3
O=C1[C@H]2[C@@H](C(=O)N1c1cccc3ccccc13)C1(C(=O)c3ccccc3C1=O)N1CCC[C@@H]21,3,-8,3,5,14,2,11,-2.0,2,11,-5
O=C(O)c1ccc(N2CCCS2(=O)=O)cc1,-3,-40,-28,4,2,8,-3,-0.4,4,3,-6
COC(=O)C(C)Sc1nc2c(cnn2-c2ccc(Cl)cc2)c(=O)[nH]1 (stereo not drawn),-3,-1,-9,0,18,-2,19,-0.1,-7,2,-17
Cc1cc2cc(CNC(=O)c3ccc(S(=O)(=O)N4CCCCC4)cc3)ccc2n1C,5,-8,6,-4,6,x,8,2.4,-6,x,-3
C=CCn1c(SCC(=O)N2CCCC2=O)nc2sc(CC)cc2c1=O,-24,14,15,2,-16,5,0,-0.2,8,-1,-14

# Gathered by group: the compounds so far containing a Cl atom (10)
SMILES,H9c2 protect,NR2E3 ag-1,Shn3 inh set2,NR2E3 ag-2,Peg3 promoter,PDI turbidity,HIF-2a block,hiPSC survival,m5-HT2A agonist,MITF TRPM1 inh,CaV13 ICDI inh
O=C(O)c1ccc(NS(=O)(=O)c2ccc(Cl)c(C(=O)Nc3ccccc3)c2)cc1,-2,4,0,3,11,14,22,-0.5,-4,4,-3
COC(=O)Cc1c(C)nc2nc(-c3ccc(Cl)cc3)[nH]n2c1=O,-17,6,-10,2,-25,-1,-16,-2.6,5,-38,-5
CC(C)(C)OC(=O)NCCc1nnc(SCc2ccc(Cl)cc2Cl)o1,1,-3,9,0,30,-1,3,11,2,-4,-4
O=C(/C=C/c1ccc(Cl)cc1)N1CCN(Cc2ccccc2)CC1,-1,0,-4,-1,-21,0,-60,0.2,-1,-9,-5
COc1cc(CNc2ccc(CNc3ncn[nH]3)cc2)cc(Cl)c1OCc1ccccc1,-6,-1,-9,-1,14,-4,-2,0.7,-1,-17,-6
Cc1cc(OC(=O)c2cc(F)c(F)cc2Cl)nc(C)n1,-1,-17,4,-1,-4,2,0,3.2,0,-9,-5
CSCC(O)Cn1[nH]c(=O)c2cc(Cl)c(Cl)cc2c1=O (stereo not drawn),-6,-18,-14,-1,9,1,5,0.0,5,4,-5
COc1ccc(NS(=O)(=O)c2cc(NC(=O)c3ccc(Cl)cc3)ccc2N2CCOCC2)cc1,-3,-76,37,x,44,8,12,-1.2,0,26,-2
Cn1cc(C(=O)c2ccc(Cl)cc2Cl)cc1C(=O)N/N=C(\N)COc1ccc(F)cc1,37,10,-5,6,16,-1,33,2.3,-5,-5,x
COC(=O)C(C)Sc1nc2c(cnn2-c2ccc(Cl)cc2)c(=O)[nH]1 (stereo not drawn),-3,-1,-9,0,18,-2,19,-0.1,-7,2,-17

# Rows are unselected; any-hit rate near 3.9%.
